T_cruzi_intra: inhibitors of intracellular Trypanosoma cruzi, primary screen, cell-based, plate reader, single point, set 2; intracellular Trypanosoma cruzi in host cells; activity score (inhibition), % at 5.01 µM; 22,000 compounds, 4.9% hits; in the data active = activity score above about 55%; inconclusive = no clear call, values can overlap the other calls;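 note: parasites and compound incubated about four days before reading; 0% = median of neutral control wells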
INS-1E_ATP_HTS: protection of INS-1E cells from cytokine death, primary screen, ATP luminescence, single point; protection from cytokine-induced ATP loss, % at 10 µM; 20,000 compounds, 0.1% hits; INS-1E cytokine-induced death, 48 h; normalised: neutral wells 0, positive control 100;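 active = mean replicate protection from cytokine-induced ATP loss at least 50% and at least 75% of replicates each reaching 50%; inconclusive = meets only one of the two criteria, mean or replicate share; inactive = fails both the mean and replicate share criteria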
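Test system: INS-1E rat cells | Quantity: 8000 cells per well | Medium: Phenol-red-free RPMI with 5% fetal bovine serum | Reagent: Cytokine cocktail of IFN-γ, TNF-α and IL-1β | Doses: One compound concentration, pin transfer | Timing: 48 h co-treatment, 10 min post-lysis read | Technique: Luminescent ATP assay (CellTiter-Glo)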
An asterisk follows results filed as active; ? = inconclusive; / = no result given. Rows are unselected (roughly 5.6% active in at least one column).

The first 4 compounds as a preview:
SMILES T_cruzi_intra INS-1E_ATP_HTS
COc1ccc(S(=O)(=O)N(C)C[C@@H]2Oc3c(NC(=O)Nc4ccccc4)cccc3C(=O)N([C@H](C)CO)C[C@H]2C)cc1 0 18
C[C@H]1CN([C@@H](C)CO)C(=O)Cc2cc(NC(=O)Cn3cnnn3)ccc2O[C@H]1CN(C)S(=O)(=O)c1ccc(Cl)cc1 2 -1
C[C@H]1CN([C@@H](C)CO)C(=O)c2cc(NC(=O)CCN3CCOCC3)ccc2O[C@@H]1CN(C)S(=O)(=O)c1cccs1 -5 /
CC(C)NC(=O)Nc1ccc2c(c1)C(=O)N([C@H](C)CO)C[C@H](C)[C@H](CN(C)Cc1ccc3c(c1)OCO3)OCCCC[C@@H](C)O2 -4 4

All compounds of this part, previewed entries included:
SMILES T_cruzi_intra INS-1E_ATP_HTS
COc1ccc(S(=O)(=O)N(C)C[C@@H]2Oc3c(NC(=O)Nc4ccccc4)cccc3C(=O)N([C@H](C)CO)C[C@H]2C)cc1 0 18
C[C@H]1CN([C@@H](C)CO)C(=O)Cc2cc(NC(=O)Cn3cnnn3)ccc2O[C@H]1CN(C)S(=O)(=O)c1ccc(Cl)cc1 2 -1
C[C@H]1CN([C@@H](C)CO)C(=O)c2cc(NC(=O)CCN3CCOCC3)ccc2O[C@@H]1CN(C)S(=O)(=O)c1cccs1 -5 /
CC(C)NC(=O)Nc1ccc2c(c1)C(=O)N([C@H](C)CO)C[C@H](C)[C@H](CN(C)Cc1ccc3c(c1)OCO3)OCCCC[C@@H](C)O2 -4 4
C[C@@H]1CN([C@@H](C)CO)C(=O)c2cccc(NC(=O)Nc3ccccc3)c2O[C@H]1CN(C)Cc1ccc(C(F)(F)F)cc1 33 -33
Cc1ccc(S(=O)(=O)N(C)C[C@@H]2Oc3ncc(C#Cc4ccc(C(F)(F)F)cc4)cc3C(=O)N([C@H](C)CO)C[C@@H]2C)cc1 89* -3
COc1ccc(NC(=O)N(C)C[C@H]2Oc3ccc(NS(=O)(=O)c4ccc(OC)cc4)cc3CC(=O)N([C@H](C)CO)C[C@H]2C)cc1 -13 -3
C[C@H]1CN([C@@H](C)CO)C(=O)Cc2cc(NC(=O)NC3CCCCC3)ccc2O[C@@H]1CN(C)Cc1ccncc1 4 -7
COc1ccc(S(=O)(=O)Nc2ccc3c(c2)CC(=O)N([C@@H](C)CO)C[C@H](C)[C@H](CN(C)C(=O)Nc2cccc4ccccc24)O3)cc1 -10 -2
CC(C)NC(=O)Nc1cccc2c1O[C@H](CN(C)S(C)(=O)=O)[C@H](C)CN([C@H](C)CO)C2=O -26 17
C[C@H](CO)N1C[C@H](C)[C@H](CN(C)Cc2ccc(C(=O)Nc3ccccc3N)cc2)Oc2ccc(NC(=O)Cc3cn(C)c4ccccc34)cc2CC1=O 34 40
Cc1ccc(S(=O)(=O)Nc2ccc3c(c2)C(=O)N([C@H](C)CO)C[C@@H](C)[C@H](CN(C)C)O3)cc1 6 0
C[C@@H]1CN([C@H](C)CO)C(=O)c2cccc(NS(=O)(=O)c3cccs3)c2O[C@@H]1CN(C)S(=O)(=O)c1ccc(Cl)cc1 12 5
C[C@@H]1CN([C@@H](C)CO)C(=O)Cc2cc(NS(=O)(=O)c3cn(C)cn3)ccc2O[C@@H]1CN(C)C(=O)NC1CCCCC1 -5 -11
Cc1noc(C)c1NC(=O)N(C)C[C@@H]1Oc2c(NC(=O)NC3CCCCC3)cccc2C(=O)N([C@@H](C)CO)C[C@@H]1C 42 8
CC(C)NC(=O)Nc1ccc2c(c1)C(=O)N([C@@H](C)CO)C[C@H](C)[C@@H](CN(C)S(=O)(=O)c1ccc(Cl)cc1)O2 -3 -4
CNC[C@H]1OCc2cn(nn2)CCCC(=O)N([C@@H](C)CO)C[C@@H]1C -6 10
C[C@H](CO)N1C[C@H](C)[C@@H](CN(C)Cc2ccc(Cl)c(Cl)c2)Oc2c(NS(=O)(=O)c3cccs3)cccc2C1=O -1 5
C[C@@H]1CN([C@H](C)CO)C(=O)Cc2cc(NS(=O)(=O)c3cn(C)cn3)ccc2O[C@@H]1CN(C)Cc1ccccc1 -7 1
C[C@@H]1CCCCO[C@H](CN(C)C(=O)C2CCCCC2)[C@@H](C)CN([C@H](C)CO)C(=O)c2cc(NC(=O)c3ccccc3)ccc2O1 1 -2
C[C@H](CO)N1C[C@H](C)[C@@H](CN(C)Cc2ccncc2)Oc2ccc(NS(=O)(=O)c3ccc(F)cc3)cc2C1=O 1 -1
Cc1noc(C)c1NC(=O)N(C)C[C@H]1Oc2ccc(NS(=O)(=O)c3ccccc3)cc2C(=O)N([C@H](C)CO)C[C@@H]1C 2 6
COc1ccc(S(=O)(=O)Nc2cccc3c2O[C@H](CN(C)CC2CC2)[C@@H](C)CN([C@H](C)CO)C3=O)cc1 1 8
CC(C)NC(=O)N(C)C[C@H]1Oc2ccc(NS(=O)(=O)c3cn(C)cn3)cc2C(=O)N([C@@H](C)CO)C[C@@H]1C -10 1
C[C@@H]1CN([C@@H](C)CO)C(=O)CCCn2cc(nn2)CO[C@@H]1CN(C)C(=O)CCC(F)(F)F -19 /

(continued)
SMILES T_cruzi_intra INS-1E_ATP_HTS
C[C@H](CO)N1C[C@H](C)[C@@H](CN(C)S(=O)(=O)c2cn(C)cn2)Oc2ccc(NC(=O)c3ccncc3)cc2C1=O -30 5
Cc1noc(C)c1NC(=O)Nc1cccc2c1O[C@H](CN(C)C(=O)Nc1cccc3ccccc13)[C@@H](C)CN([C@@H](C)CO)C2=O -11 2
C[C@@H]1CCCCO[C@H](CN(C)C(=O)Nc2cccc3ccccc23)[C@@H](C)CN([C@H](C)CO)C(=O)c2cc(NC(=O)Nc3ccc(F)cc3)ccc2O1 20 -11
C[C@@H]1CN([C@H](C)CO)C(=O)c2cc(NC(=O)CCCN(C)C)ccc2O[C@@H]1CN(C)Cc1ccc2c(c1)OCO2 -18 4
COc1ccc(S(=O)(=O)Nc2ccc3c(c2)C(=O)N([C@H](C)CO)C[C@H](C)[C@H](CN(C)S(=O)(=O)c2ccc(C)cc2)OCCCC[C@@H](C)O3)cc1 33 -5
COc1ccc(CN(C)C[C@H]2Oc3ccc(NS(=O)(=O)c4cccs4)cc3C(=O)N([C@H](C)CO)C[C@H]2C)cc1 -2 -1
COc1ccc(NC(=O)N(C)C[C@H]2OCCCC[C@@H](C)Oc3ccc(NC(=O)c4ccncc4)cc3C(=O)N([C@H](C)CO)C[C@@H]2C)cc1 -17 2
C[C@@H]1CCCCO[C@@H](CN(C)C(=O)Nc2ccc(F)cc2)[C@@H](C)CN([C@H](C)CO)C(=O)c2cc(NC(=O)Nc3ccc(C(F)(F)F)cc3)ccc2O1 64* -4
COc1ccc(S(=O)(=O)N(C)C[C@@H]2Oc3c(NS(=O)(=O)c4ccc(F)cc4)cccc3C(=O)N([C@@H](C)CO)C[C@@H]2C)cc1 11 7
COc1ccc(NC(=O)N(C)C[C@H]2Oc3ccc(NC(=O)NC(C)C)cc3C(=O)N([C@@H](C)CO)C[C@H]2C)cc1 -8 3
C[C@H]1CN([C@@H](C)CO)C(=O)c2cc(NC(=O)C3CCCCC3)ccc2O[C@@H]1CN(C)C(=O)Nc1cccc2ccccc12 -26 3
C[C@H](CO)N1C[C@H](C)[C@H](CN(C)Cc2ccc(C(=O)Nc3ccccc3N)cc2)Oc2ccc(NS(=O)(=O)c3cn(C)cn3)cc2CC1=O 17 -1
Cc1ccc(S(=O)(=O)N(C)C[C@@H]2Oc3ccc(NS(=O)(=O)c4ccccc4)cc3CC(=O)N([C@H](C)CO)C[C@@H]2C)cc1 -6 4
C[C@H]1CN([C@@H](C)CO)C(=O)CCCn2nncc2CO[C@H]1CN(C)S(=O)(=O)c1ccc(Oc2ccccc2)cc1 49 -8
C[C@H]1CN([C@@H](C)CO)C(=O)Cc2cc(NS(=O)(=O)c3cn(C)cn3)ccc2O[C@@H]1CN(C)Cc1ccc(Cl)c(Cl)c1 -11 11
C[C@H]1CN([C@@H](C)CO)C(=O)c2cccc(NC(=O)c3ccncc3)c2O[C@H]1CN(C)C(=O)NC1CCCCC1 71* 1
C[C@@H]1CN([C@H](C)CO)C(=O)Cc2cc(NC(=O)Nc3ccc(F)cc3)ccc2O[C@H]1CN(C)Cc1ccc(C(=O)Nc2ccccc2N)cc1 33 1
Cc1cc(C(=O)Nc2cccc3c2O[C@H](CN(C)C(=O)Nc2cccc4ccccc24)[C@@H](C)CN([C@H](C)CO)C3=O)n(C)n1 -1 2
Cc1noc(C)c1NC(=O)N(C)C[C@@H]1Oc2c(NC(=O)Nc3ccc(F)cc3)cccc2C(=O)N([C@@H](C)CO)C[C@@H]1C -33 0
C[C@@H]1CN([C@@H](C)CO)C(=O)c2cccc(NC(=O)c3ccncc3)c2O[C@@H]1CN(C)Cc1ccc(C(F)(F)F)cc1 0 1
C[C@@H]1CN([C@@H](C)CO)C(=O)c2cccc(NC(=O)C3CC3)c2O[C@@H]1CN(C)Cc1ccc(-c2ccccc2)cc1 -4 -23
C[C@@H]1CN([C@H](C)CO)C(=O)c2cc(N(C)C)ccc2O[C@H]1CN(C)S(=O)(=O)c1ccc(F)cc1 -2 2
C[C@H]1CN([C@@H](C)CO)C(=O)c2cccc(NS(=O)(=O)c3ccccc3)c2O[C@@H]1CN(C)C -30 7
COc1ccc(NC(=O)Nc2cccc3c2O[C@@H](CN(C)Cc2ccccc2)[C@@H](C)CN([C@@H](C)CO)C3=O)cc1 -5 -3
C[C@@H]1CN([C@H](C)CO)C(=O)c2cc(NC(=O)C3CCCCC3)ccc2O[C@H]1CN(C)Cc1ccncc1 3 8

The closing 2 compounds of the section before come first, to join the parts.
SMILES T_cruzi_intra INS-1E_ATP_HTS
COc1ccc(NC(=O)Nc2cccc3c2O[C@@H](CN(C)Cc2ccccc2)[C@@H](C)CN([C@@H](C)CO)C3=O)cc1 -5 -3
C[C@@H]1CN([C@H](C)CO)C(=O)c2cc(NC(=O)C3CCCCC3)ccc2O[C@H]1CN(C)Cc1ccncc1 3 8
CC(C)NC(=O)N(C)C[C@H]1Oc2ccc(NC(=O)Cc3cn(C)c4ccccc34)cc2C(=O)N([C@H](C)CO)C[C@H]1C -4 3
C[C@@H]1CCCCO[C@@H](CN(C)Cc2ccncc2)[C@@H](C)CN([C@H](C)CO)C(=O)c2cc(NC(=O)c3ccccc3)ccc2O1 5 -2
C[C@@H]1CN([C@@H](C)CO)C(=O)c2cccc(NS(=O)(=O)c3ccccc3)c2O[C@@H]1CN(C)C(=O)NC1CCCCC1 7 6
Cc1noc(C)c1NC(=O)Nc1ccc2c(c1)CC(=O)N([C@H](C)CO)C[C@@H](C)[C@H](CN(C)C(=O)Nc1ccc(C(F)(F)F)cc1)O2 -8 2
Cc1noc(C)c1NC(=O)Nc1ccc2c(c1)C(=O)N([C@@H](C)CO)C[C@@H](C)[C@@H](CN(C)CC1CCCCC1)O2 -5 3
COc1ccc(S(=O)(=O)Nc2ccc3c(c2)CC(=O)N([C@@H](C)CO)C[C@H](C)[C@@H](CN(C)CC2CCCCC2)O3)cc1 ? -16
Cc1noc(C)c1S(=O)(=O)Nc1cccc2c1O[C@H](CN(C)CC1CC1)[C@H](C)CN([C@H](C)CO)C2=O -8 1
Cc1noc(C)c1S(=O)(=O)N(C)C[C@H]1Oc2ccc(NC(=O)C3CC3)cc2CC(=O)N([C@@H](C)CO)C[C@H]1C -2 7
C[C@@H]1CN([C@H](C)CO)C(=O)Cc2cc(N(C)C)ccc2O[C@@H]1CN(C)S(=O)(=O)c1ccc(F)cc1 9 6
COC(=O)CCCCCCC(=O)N=NC=C1C=CN(O)C=C1 -11 11
C[C@@H]1CN([C@H](C)CO)C(=O)c2cccc(NC(=O)NC3CCCCC3)c2O[C@@H]1CN(C)Cc1ccncc1 -23 0
Cc1ccc(S(=O)(=O)Nc2ccc3c(c2)C(=O)N([C@@H](C)CO)C[C@@H](C)[C@@H](CN(C)S(=O)(=O)c2c(C)noc2C)O3)cc1 35 -4
Cc1noc(C)c1NC(=O)N(C)C[C@H]1Oc2ccc(NS(=O)(=O)c3cccs3)cc2CC(=O)N([C@@H](C)CO)C[C@@H]1C -28 2
C[C@@H]1CN([C@@H](C)CO)C(=O)Cc2cc(NS(=O)(=O)c3cccs3)ccc2O[C@@H]1CN(C)S(=O)(=O)c1cn(C)cn1 -2 3
C[C@@H]1CN([C@@H](C)CO)C(=O)c2cc(NC(=O)C3CC3)ccc2O[C@@H]1CN(C)Cc1ccc(C(F)(F)F)cc1 16 /
C[C@H](CO)N1C[C@H](C)[C@@H](CN(C)Cc2ccc(Oc3ccccc3)cc2)Oc2c(NC(=O)c3ccc(-c4nccs4)cc3)cccc2C1=O 67* -17
C[C@@H]1CN([C@@H](C)CO)C(=O)Cc2cc(NC(=O)NC3CCCCC3)ccc2O[C@@H]1CN(C)C(=O)Nc1ccc(C(F)(F)F)cc1 -1 -8
Cc1noc(C)c1S(=O)(=O)N(C)C[C@@H]1Oc2c(cccc2N(C)C)C(=O)N([C@@H](C)CO)C[C@H]1C 2 10
C[C@@H]1CN([C@@H](C)CO)C(=O)c2cc(NC(=O)Nc3cccc4ccccc34)ccc2O[C@H]1CN(C)CC1CCCCC1 16 -14
Cc1noc(C)c1NC(=O)Nc1ccc2c(c1)CC(=O)N([C@H](C)CO)C[C@H](C)[C@H](CN(C)C(=O)Nc1ccc(F)cc1)O2 -4 8
C[C@H]1CN([C@@H](C)CO)C(=O)c2cccc(NC(=O)c3ccncc3)c2O[C@H]1CN(C)C(=O)Nc1ccc(F)cc1 64* 7
C[C@H](CO)N1C[C@H](C)[C@@H](CN(C)S(=O)(=O)c2cn(C)cn2)Oc2c(NS(=O)(=O)c3ccccc3)cccc2C1=O -23 9
CC(C)NC(=O)Nc1ccc2c(c1)C(=O)N([C@H](C)CO)C[C@H](C)[C@H](CN(C)S(=O)(=O)c1ccc(F)cc1)O2 -7 8
